Assay outcomes: PubChem BioAssay, Broad Institute
S100A4 MyoIIA = inhibitors of human S100A4 binding to myosin IIA peptide; actives 0.14% (n = 360,000); S100A4/TAMRA-MyoIIA peptide fluorescence polarization; inhibition, % at 10.7 µM; P26447;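 active means mean inhibition of at least 70% across replicates, with every replicate also reaching that level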
Target sequence (P26447 whole entry, looked up): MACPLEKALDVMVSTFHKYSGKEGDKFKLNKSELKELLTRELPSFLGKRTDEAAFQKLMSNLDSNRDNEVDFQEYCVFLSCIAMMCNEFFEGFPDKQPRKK
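assay system = human S100A4 monomer with TAMRA-labelled myosin IIA peptide | also added = labelled myosin peptide probe, 5 nM | incubation = 5 min between mix addition and reading | control set = DMSO and TFP controls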
PGC1a acetyl inh = PGC1a acetylation modulation, inhibitor mode | U2OS PGC1a acetylation, AlphaScreen anti-acetyl-lysine; with virally co-expressed GCN5 acetyltransferase | actives 0.17% (n = 350,000) | AID 651687 | inhibition, % at 15.6 µM;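 active means every replicate shows inhibition of at least 40%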;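 further: 0% = neutral control wells and 100% = positive control wells; some results beyond the cut were filed as inactive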
LGR2 inh = Drosophila LGR2 receptor signaling inhibition | inhibition, % at 9.99 µM | HEK293 LGR2, CRE-luciferase, bursicon-stimulated, 4 h | actives 0.35% (n = 380,000);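 active means drop in luminescence signal, shown as inhibition above about 50% in the replicate tests, limit read from the data, passing the limit was not always enough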;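 further: agonist challenge used bursicon conditioned medium at about half maximal strength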
Statin myotox sup = suppressors of simvastatin-induced myotoxicity in C2C12 myotubes; ATP luminescence, 48 h; scaled: DMSO 0, geranylgeraniol control 100; rescue of ATP level, % at 7.49 µM; actives 0.78% (n = 330,000); AID 602340;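 active means mean ATP rescue above about 67%, or every replicate alone reaching that limit, limit read from the data, passing the limit was not always enough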;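 further: myotubes were challenged with 10 µM simvastatin during compound exposure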
ERAP1 HTS inh = inhibitors of human ERAP1 aminopeptidase; AID 652197; recombinant ERAP1, Leu-AMC fluorescence, 60 min; actives 0.15% (n = 340,000); Q9NZ08; inhibition, % at 10.7 µM;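 active means mean replicate inhibition of at least 30%, or all replicates individually reaching that 30% level; inactive means mean below 30% and not every replicate reaching it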;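 further: 0% = neutral control wells and 100% = L-leucinethiol positive control wells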
SIRT5 inh = blocks human SIRT5 desuccinylation of peptide; inhibition, % at 15 µM; Q9NXA8; Purified SirT5, succinyl-peptide AMC, trypsin-coupled fluorescence; actives 1.1% (n = 330,000); AID 652115; in the data active means inhibition above about 15%
Target sequence (Q9NXA8 whole entry, looked up): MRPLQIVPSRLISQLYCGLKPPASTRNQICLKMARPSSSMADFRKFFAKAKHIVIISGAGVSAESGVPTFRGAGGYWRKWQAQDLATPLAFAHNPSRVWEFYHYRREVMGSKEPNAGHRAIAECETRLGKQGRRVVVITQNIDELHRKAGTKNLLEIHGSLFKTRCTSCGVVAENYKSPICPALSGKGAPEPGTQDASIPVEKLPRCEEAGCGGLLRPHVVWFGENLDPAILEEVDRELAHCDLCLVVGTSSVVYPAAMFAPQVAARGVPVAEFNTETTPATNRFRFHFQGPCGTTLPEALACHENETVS
Xi reactivation = X-chromosome reactivation activator. actives 0.055% (n = 360,000). AID 743238. activation, % at 7.58 µM. XiGFP mouse fibroblasts, % GFP-positive cells imaging, 3 d; cells co-treated with 5-aza-dC sensitizer; scaled so ellipticine positive control = 100%;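 active means mean normalized replicate activation at least 10% and every replicate at or above 10%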;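 further: 0% = median of on-plate neutral control wells and 100% = ellipticine 6 µM median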
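material = 68-5-11 XiGFP fibroblast line | medium = DMEM plus 5-aza-dC sensitizer | schedule = 3 days compound exposure | benchmarks = positive control ellipticine, 6 µM final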
Cneo AK release = causes C. neoformans cell lysis. adenylate kinase release luminescence, 4 h; normalised: neutral wells 0, clomiphene wells 100. lysis activity, % at 15 µM. actives 0.2% (n = 360,000). AID 651654;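 active means mean lysis activity across replicates of at least 80%, whatever share of replicates individually reach that level; inactive means mean lysis activity below 80%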
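Material: C. neoformans cells; Schedule: 4 h static compound exposure, 37 °C, read 1 h post-reagent; Measured by: adenylate kinase release luminescence; Read-out: signal increase indicating cell lysis; Controls: Clomiphene as positive lysis control.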
The depositor's hits bear a star; · = not tested or not shown; & = joins results of further samples; ! = not confirmed by another sample. This is a subset (hit frequency here may not be typical).

1) O=C(C[C@H]1C[C@@H]2c3cc(NC(=O)c4cccnc4)ccc3O[C@@H]2[C@H](CO)O1)NCc1ccccn1
2) O=C(NC1=NCCS1)c1cccc(Br)c1
3) CC(C)=CCc1c(O)ccc2c1OC(c1ccc(O)c(O)c1)CC2=O (configuration not stated)
4) Cc1ccc(OCc2cc(C(=O)N3CCCC3)no2)cn1
5) CCc1c(C)nc2c(-c3ccccc3)c(-c3ccccc3)[nH]n2c1=O
screen / no.	1	2	3	4	5
Xi reactivation	0.1	0.2	·	0.1	0.0
PGC1a acetyl inh	2	-20	-7	·	·
ERAP1 HTS inh	-1	-3	3	3	0
LGR2 inh	7	-41	-21	-24	10
S100A4 MyoIIA	-27	-3	3	3	0
Cneo AK release	10	-4	-2	3	4
Statin myotox sup	-1	10	16	0	-34
SIRT5 inh	-3	-1	0	-1	4

6) COc1cc(NC(=O)CSC(=S)N2CCCC2)c(OC)cc1Cl
7) NC(=O)C1CCN(C(=O)c2ccc3c(=O)n(Cc4ccco4)c(SCC(=O)c4ccccc4)nc3c2)CC1
8) O=C(Nc1nnc(SCc2ccc(Cl)cc2)s1)C1CC(=O)N(Cc2ccccc2)C1 (configuration not stated)
9) C/C(=N/NC(=O)CNc1ccc(Cl)cc1C)c1ccc(C)cc1
10) CCOc1ccc(C(=O)NNC(=O)CN2C(=O)C3CC=CCC3C2=O)cc1OC (configuration not stated)
screen / no.	6	7	8	9	10
Xi reactivation	-0.1	0.1	0.0	0.5	-0.1
PGC1a acetyl inh	·	·	0	-5	-6
ERAP1 HTS inh	-8	3	-2	-4	3
LGR2 inh	4	-40	-7	-12	-2
S100A4 MyoIIA	4	-1	0	0	-18
Cneo AK release	1	-1	1	·	2
Statin myotox sup	-8	-1	2	-6	11
SIRT5 inh	-5	-5	0	0	-4

11) Cc1noc(C)c1S(=O)(=O)Nc1ccc2c(c1)C(=O)N([C@H](C)CO)C[C@@H](C)[C@H](CN(C)S(=O)(=O)c1ccc(Cl)cc1)O2
12) CC(C)CCn1c(CN2CCOCC2)nc2c1c(=O)n(C)c(=O)n2C
13) Cn1ncc2c(NNC(=O)Cc3cccc4ccccc34)ncnc21
14) CN(CC(=O)Nc1ccc(Cl)c(C(F)(F)F)c1)C(=O)Cn1cc([N+](=O)[O-])ccc1=O
15) CCCN(C)C[C@@H]1OCCCC[C@H](C)Oc2ccc(NC(=O)Nc3ccc(C(F)(F)F)cc3)cc2C(=O)N([C@@H](C)CO)C[C@@H]1C
screen / no.	11	12	13	14	15
Xi reactivation	-0.8	0.0	·	0.1	-0.1
PGC1a acetyl inh	9	·	12	-3	-2
ERAP1 HTS inh	1	1	·	6	-4
LGR2 inh	29	5	-12	1	-26
S100A4 MyoIIA	-9	4	·	-3	6
Cneo AK release	1	3	0	-2	-1
Statin myotox sup	·	-2	-14	-9	·
SIRT5 inh	2	3	·	2	-4

16) CCC1(CC)C(=O)C2=C3C1[C@H](C(=O)OC)C=C(C(=O)OC)C[C@H]3[C@H]1C(=O)NC(=O)[C@H]1[C@H]2C (some centres not stated)
17) CN1C(=O)c2cc(NC(=O)C3CC3)ccc2OC[C@H]2O[C@H](CC(=O)NC3CCC3)CC[C@H]21
18) NC(=O)C1CCN(c2nc3c(S(=O)(=O)c4ccccc4)nnn3c3ccccc23)CC1
19) COCCn1c(SCC(=O)Nc2ccccc2F)nc2c(c1=O)SCC2
20) CCN(CCn1cccn1)C(=O)CCc1nnc(C2CCCCC2)o1
screen / no.	16	17	18	19	20
Xi reactivation	-0.2	0.3	0.0	0.1	0.0
PGC1a acetyl inh	·	6	-4	·	7
ERAP1 HTS inh	·	0	3	1	-4
LGR2 inh	-1	-12	7	16	-12
S100A4 MyoIIA	3	-2	-2	12	-1
Cneo AK release	2	1	4	-4	0
Statin myotox sup	4	-21	8	-8	8
SIRT5 inh	·	2	3	2	-11

21) CCN(CC)C(=O)c1csc([C@@H]2O[C@H](CO)[C@H](O)[C@H](O)[C@H]2O)n1
22) CCOc1cc(C(=O)Nc2ccc(S(=O)(=O)N3CCCCC3)cc2)ccc1OCC(=O)N1CCOCC1
23) CCCNC(=O)C[C@H]1CC[C@@H]2[C@@H](COc3ccc(NC(=O)c4cccc(OC)c4)cc3C(=O)N2C)O1
24) CC(C)NC(=O)N1[C@H](CO)[C@H](c2ccccc2)[C@@H]1CNCc1ccccc1
25) COc1ccc(S(=O)(=O)N(C)C[C@H]2Oc3ccc(NC(=O)Nc4c(C)noc4C)cc3C(=O)N([C@@H](C)CO)C[C@H]2C)cc1
screen / no.	21	22	23	24	25
Xi reactivation	0.2	0.1	0.3	0.4	0.1
PGC1a acetyl inh	10	9	5	-11	-2
ERAP1 HTS inh	-5	-2	5	-1	1
LGR2 inh	4	-12	-1	-4	-4
S100A4 MyoIIA	-6	-5	-13	-11	2
Cneo AK release	-1	3	2	·	-3
Statin myotox sup	1	-20	17	·	4
SIRT5 inh	·	2	-1	0	-2

26) C[C@H]1CCCCO[C@H](CN(C)S(=O)(=O)c2ccc(Cl)cc2)[C@@H](C)CN([C@@H](C)CO)C(=O)c2cc(NC(=O)c3ccncc3)ccc2O1
27) CCCC(=O)Nc1nnc(SCC(=O)NCc2ccc3c(c2)OCO3)s1
28) O=C(CN1CCN(C(=O)c2ccc(-c3nc4ccccc4s3)o2)CC1)Nc1ccc(F)cc1
29) Cc1ccc(N=C2NC(=O)/C(=C/c3cccn3C)S2)cc1
30) C[C@@H]1CCCCO[C@H](CN(C)Cc2ccncc2)[C@@H](C)CN([C@@H](C)CO)C(=O)c2cc(NC(=O)Nc3ccc4c(c3)OCO4)ccc2O1
screen / no.	26	27	28	29	30
Xi reactivation	0.4	-0.2	-0.1	0.3	-0.1
PGC1a acetyl inh	-2	-4	·	-27	-8
ERAP1 HTS inh	5	-2	-2	-6	1
LGR2 inh	-26	13	-53	-56	3
S100A4 MyoIIA	-9	1	-6	-5	5
Cneo AK release	-3	-4	-2	-15	-5
Statin myotox sup	·	6	5	·	·
SIRT5 inh	8	-1	-3	-5	-3

31) CC(/C=N/NC(=O)c1cnccn1)=C\c1ccco1
32) CCOc1ccc(N2CC(C(=O)NCC(=O)Nc3ccc(F)c(F)c3F)CC2=O)cc1 (configuration not stated)
33) C=CCOC(=O)C1=C[C@@H](c2ccc(Br)cc2)C[C@@H](OCc2ccc(CO)cc2)O1
34) CCCNC(=O)N1[C@H](C#N)[C@@H](c2ccccc2)[C@@H]1CO
35) CC(C)(C)NC(=O)CN1CCC(O)(c2ccccc2)CC1
screen / no.	31	32	33	34	35
Xi reactivation	0.2	0.3	0.0	-0.1	·
PGC1a acetyl inh	16	·	-11	8	12
ERAP1 HTS inh	4	0	-5&2	1	-4
LGR2 inh	-2	-3	12	-8	-11
S100A4 MyoIIA	0	2	-3&-11	2	-1
Cneo AK release	1	1	-1&-6	52	1
Statin myotox sup	·	1	10	-6	24
SIRT5 inh	-1	-3	26*!	3	-10

36) O=C(NNc1ccccc1)NC(Cc1ccccc1)C(=O)O (configuration not stated)
37) O=C(NCC1CCCO1)c1nc2c(nnn2Cc2ccccc2Cl)c(=O)[nH]1 (configuration not stated)
38) COc1ccc(CN2C[C@@H](O)COC[C@H]3O[C@H](CC(=O)NCc4ccncn4)CC[C@@H]32)cc1
39) CCNc1nc(NCC)nc(N/N=C/c2ccc(OC)cc2)n1
40) c1ccc(NCc2ccncc2)cc1
screen / no.	36	37	38	39	40
Xi reactivation	0.2	·	-0.1	0.0	0.1
PGC1a acetyl inh	1	·	4	22	·
ERAP1 HTS inh	-3	-1	-2	1	-1
LGR2 inh	12	-7	-9	-31	-18
S100A4 MyoIIA	-3	-6	-12	-5	3
Cneo AK release	0	-3	-1	1	-1
Statin myotox sup	13	-2	2	·	17
SIRT5 inh	-3	0	5	-3	-2

41) CCCCCn1c(SCc2ccncc2)nc2cc(C(=O)NCc3ccco3)ccc2c1=O
42) COc1ccc(NC(=O)Nc2ccc3c(c2)C(=O)N([C@H](C)CO)C[C@H](C)[C@@H](CN(C)C(=O)c2ccccc2)OCCCC[C@@H](C)O3)cc1
43) Cc1ccc(C(O)c2ncc(-c3cccc(C(F)(F)F)c3)[nH]2)cc1F (configuration not stated)
44) Cc1ccc(NC(=S)N2CCCC(O)C2)cc1 (configuration not stated)
45) CC(C)NC(=O)c1ccccc1NC(=O)C1CC(=O)N(C(C)C)C1 (configuration not stated)
screen / no.	41	42	43	44	45
Xi reactivation	·	-0.1	0.1	0.4	0.0
PGC1a acetyl inh	-17	1	-2	6	15
ERAP1 HTS inh	-3	-1	1	-1	-2
LGR2 inh	14	7	1	-32	9
S100A4 MyoIIA	-2	-17	-9	3	2
Cneo AK release	·	-1	-1	·	-2
Statin myotox sup	0	-12	-9	·	-12
SIRT5 inh	1	-2	-2	-2	0

Five of the entries above in order of their number in PGC1a acetyl inh, smallest number first.
No. | canonical_smiles | PGC1a acetyl inh | ERAP1 HTS inh | LGR2 inh | S100A4 MyoIIA | SIRT5 inh
41 | CCCCCn1c(SCc2ccncc2)nc2cc(C(=O)NCc3ccco3)ccc2c1=O | -17 | -3 | 14 | -2 | 1
43 | Cc1ccc(C(O)c2ncc(-c3cccc(C(F)(F)F)c3)[nH]2)cc1F (configuration not stated) | -2 | 1 | 1 | -9 | -2
42 | COc1ccc(NC(=O)Nc2ccc3c(c2)C(=O)N([C@H](C)CO)C[C@H](C)[C@@H](CN(C)C(=O)c2ccccc2)OCCCC[C@@H](C)O3)cc1 | 1 | -1 | 7 | -17 | -2
44 | Cc1ccc(NC(=S)N2CCCC(O)C2)cc1 (configuration not stated) | 6 | -1 | -32 | 3 | -2
45 | CC(C)NC(=O)c1ccccc1NC(=O)C1CC(=O)N(C(C)C)C1 (configuration not stated) | 15 | -2 | 9 | 2 | 0

The main list resumes, repeating the two entries before the break.
44) Cc1ccc(NC(=S)N2CCCC(O)C2)cc1 (configuration not stated)
45) CC(C)NC(=O)c1ccccc1NC(=O)C1CC(=O)N(C(C)C)C1 (configuration not stated)
46) CCOC(=O)[C@]12CCCC=C1N(CCc1ccc(OC)c(OC)c1)C(=O)[C@H](CC(=O)N1CCSCC1)C2
47) CCCCCCCCCCCCCCCC[n+]1ccc(C(N)=O)cc1
48) CCCCC(CC(O)COCC(C)C)C(=O)NN (configuration not stated)
49) Brc1ccc(CN2CCN(c3ccccn3)CC2)s1
50) CO[C@H]1CN(C)C(=O)c2cc(NC(=O)c3cccc(F)c3)ccc2OC[C@H](C)N(CC2CC2)C[C@H]1C
51) O=C(C[C@@H]1CC[C@H]2[C@@H](COC[C@H](O)CN2C(=O)Nc2cccc(F)c2)O1)NCCCN1CCOCC1
52) O=C1O/C(=C/c2ccccc2)N=C1c1ccccc1
screen / no.	44	45	46	47	48	49	50	51	52
Xi reactivation	0.4	0.0	-0.1	0.0	0.2	·	0.7	0.1	-0.1
PGC1a acetyl inh	6	15	·	-7	·	-1	5	-5	-1
ERAP1 HTS inh	-1	-2	-3	·	2	-9	-3	-3	1
LGR2 inh	-32	9	24	16	-1	-3	-10	-4	-2
S100A4 MyoIIA	3	2	-1	·	1	-7	-34	25	8
Cneo AK release	·	-2	·	2	·	3	1	43	10
Statin myotox sup	·	-12	·	·	·	10	-4	-13	·
SIRT5 inh	-2	0	·	·	3	2	1	7	-1
